# Assay outcomes deposited in PubChem BioAssay by several laboratories.
# HSP90 inh: inhibitors of HSP90 luciferase refolding in rabbit reticulocyte lysate | luciferase refolding luminescence, 3 h | inhibition, % at 5.6 µM | hit rate 0.91% among 290,000 | AID 1789;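 active means inhibition above the screen-wide mean plus 3 SD, computed separately per campaign, cut at about 16% in these data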;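 further: 0% = DMSO wells and 100% = 60 µM geldanamycin wells; inhibitors lower the luminescence because luciferase stays unfolded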
# IEC-6 tox: counter-screen for KLF5 inhibitors: cytotoxicity in IEC-6 cells. IEC-6 cytotoxicity, luminescence viability. inhibition, % at 5 µM. hit rate 0.78% among 290,000. AID 1825; in the data active means inhibition above about 22%;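 further: 0% = plate median of test compound wells and 100% = cytotoxic reference compound wells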
# HSF1 inhib: HSF1 inhibition; NIH3T3-HGL HSE-luciferase, MG132-induced, luminescence 8 h; hits give low values; activity change, negative = inhibition, % at 7.5 µM (by protocol); hit rate 0.77% among 300,000; AID 2098;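 active means more than half of replicate wells show activity change below -50%, luminescence cut by over half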;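 further: luciferase reports HSF-1 transcriptional activity via heat shock element; 0% = median of DMSO wells and -100% = zero luminescence signal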
# KLF5 inhibitor: kruppel-like factor 5 inhibition; hit rate 0.23% among 290,000; DLD-1 KLF5 promoter-luciferase reporter, luminescence; AID 1700; inhibition, % at 5 µM;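 active means inhibition above a per-plate limit of that plate's mean compound inhibition plus 3 SD, cut at about 60% in these data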;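 further: 0% = DMSO wells and 100% = LY294002 at 200 µM; higher means less KLF5 promoter-driven luciferase light; inactives centre near -14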
# HSF-1 act: increases HSF-1 driven luciferase reporter signal; NIH3T3-HGL HSF-1 luciferase reporter, MG132, 8 h; 100% = twice DMSO control signal; activation, % at 9 µM; hit rate 1.7% among 300,000;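 active means mean replicate activation of at least 50% with a set share of replicates each reaching 50%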;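 further: 0% = median of the neutral control wells and 100% = twice that signal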
# aSyn 5UTR inh: MLPCN primary screen, SNCA 5' untranslated region; alpha-synuclein 5'UTR reporter, inhibitor activity; inhibition, % (tested at 7.5 µM); hit rate 0.82% among 300,000; AID 1813; in the data active means inhibition above about 60%;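 further: H4 neuroglioblastoma cells stably carrying SNCA 5'UTR luciferase fusion; 0% = DMSO wells and 100% = positive control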
# AI-2 QS mod: Vibrio harveyi AI-2 quorum sensing modulation; Vibrio harveyi JMH597 AI-2 luminescence/OD600 ratio, 9 h; hits give low values; strain lacks LuxN and CqsS sensors; 0 = neutral-control median; activity change, % at 7.5 µM; hit rate 0.4% among 300,000; AID 2094; in the data active means activity change below about -75%, passing the limit was not always enough;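 further: luminescence divided by OD600 gain over 9 h not by final OD600 alone; inactives centre near 13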
# GSK3 alpha inh: inhibitors of human GSK-3 alpha kinase. P49840. ADP-Glo luminescence, 60 min. inhibition, % at 10 µM. hit rate 0.1% among 320,000. AID 2650;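 in the data active means inhibition above about 50%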;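 further: GST-tagged GSK-3 alpha with peptide substrate and 25 µM ATP; 0% = DMSO neutral wells and 100% = GW8510 positive control wells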
# Target sequence (P49840 whole entry, looked up): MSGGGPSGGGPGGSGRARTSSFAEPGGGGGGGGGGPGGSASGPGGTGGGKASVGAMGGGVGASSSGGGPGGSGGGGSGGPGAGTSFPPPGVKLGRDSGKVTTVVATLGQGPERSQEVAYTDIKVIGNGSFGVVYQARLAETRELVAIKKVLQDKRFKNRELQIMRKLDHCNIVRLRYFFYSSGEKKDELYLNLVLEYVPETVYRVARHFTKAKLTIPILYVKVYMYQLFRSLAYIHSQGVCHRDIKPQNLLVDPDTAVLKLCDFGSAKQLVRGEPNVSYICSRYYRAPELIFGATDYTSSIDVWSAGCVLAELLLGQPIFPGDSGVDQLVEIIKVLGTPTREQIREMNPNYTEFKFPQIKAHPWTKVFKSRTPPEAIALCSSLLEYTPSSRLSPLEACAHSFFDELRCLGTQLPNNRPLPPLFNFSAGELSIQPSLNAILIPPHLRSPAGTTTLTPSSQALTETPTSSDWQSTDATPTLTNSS
# GSK3beta inhib: human GSK3beta kinase inhibition | P49841 | GST-GSK3beta kinase, ADP-Glo luminescence, 60 min; hits give low values | activity score (negative = inhibition), % at 10 µM | hit rate 0.038% among 300,000 | AID 2097;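 active means more than half of replicate wells score below -50%, meaning over 50% inhibition versus plate controls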;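 further: 0% = median DMSO wells and -100% = median GW8510 positive control wells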
# Target sequence (P49841 whole entry, looked up): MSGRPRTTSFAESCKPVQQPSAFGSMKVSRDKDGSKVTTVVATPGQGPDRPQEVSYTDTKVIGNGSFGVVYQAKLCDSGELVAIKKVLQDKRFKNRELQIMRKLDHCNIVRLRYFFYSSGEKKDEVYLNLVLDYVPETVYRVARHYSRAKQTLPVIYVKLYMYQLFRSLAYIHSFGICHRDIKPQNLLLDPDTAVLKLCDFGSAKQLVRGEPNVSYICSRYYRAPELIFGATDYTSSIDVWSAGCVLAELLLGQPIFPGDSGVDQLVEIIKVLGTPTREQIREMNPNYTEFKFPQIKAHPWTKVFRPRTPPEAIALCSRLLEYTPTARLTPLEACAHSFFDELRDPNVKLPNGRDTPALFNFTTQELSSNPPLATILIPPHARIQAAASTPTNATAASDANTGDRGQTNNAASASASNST
#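 Test system: GST-tagged human GSK3beta kinase, cell-free; evaluation: activity score scaled between in-plate DMSO and GW8510 controls; measured by: ADP-Glo luminescence; incubation: 60 min reaction, RT; benchmarks: DMSO and 20 µM GW8510; reagent: peptide substrate plus 25 µM ATP (final); medium: Tris/MgCl2 kinase buffer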
# HIF activator: HIF pathway transcriptional activation; U2OS HRE-luciferase reporter, luminescence; normalized: DMSO 0%, desferrioxamine 100%; activation, % at 7.5 µM (by protocol); hit rate 0.32% among 300,000; AID 1910;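 active means mean activation of at least 10% of the iron chelator positive control signal, with at least half of replicates also reaching 10%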
# Numbers without * were called inactive; / = not tested or not shown.
1) CC1CCc2c(nc3ncnn3c2N2CC(C)OC(C)C2)C1 (stereo unspecified)
2) CC(=O)N1CCC(N(CCCOC(C)C)S(=O)(=O)c2ccc([N+](=O)[O-])cc2)CC1
3) COc1ccc(CCn2cc(C#N)c(=O)[nH]c2=O)cc1OC
4) Cc1sc2ncnc(N3CCC(C(=O)Nc4ccc(Br)cc4Br)CC3)c2c1C
5) CC(=O)Oc1ccc(-c2csc(Nc3ccc(S(N)(=O)=O)cc3)n2)cc1
6) O=C(O)C1CC(=O)N(c2ccc3c(c2)OCCO3)C1 (stereo unspecified)
7) CCOCCn1c(=NC(=O)/C=C/c2ccccc2Cl)sc2cc(NC(C)=O)ccc21
8) COC(=O)c1cccc(NC(=O)CCCOc2ccccc2)c1

Assay by compound,1,2,3,4,5,6,7,8
HSP90 inh,-1,0,1,/,1,-6,0,0
IEC-6 tox,-3,2,2,/,4,1,0,-3
HSF1 inhib,-3,-5,13,3,7,-23,-12,1
KLF5 inhibitor,-19,-39,-1,/,1,-9,-18,-6
HSF-1 act,-15,11,47,23,12,-13,-31,-14
aSyn 5UTR inh,12,6,6,-3,1,-20,-9,21
AI-2 QS mod,7,6,32,4,32,17,32,11
GSK3 alpha inh,2,-5,2,-1,18,-3,-5,-2
GSK3beta inhib,-4,1,-1,-2,-3,-1,0,2
HIF activator,0.1,0.0,0.1,-0.3,-0.4,0.3,-0.3,-0.6

# From entry 1 as far as 4, as listed above:
1) CC1CCc2c(nc3ncnn3c2N2CC(C)OC(C)C2)C1 (stereo unspecified)
2) CC(=O)N1CCC(N(CCCOC(C)C)S(=O)(=O)c2ccc([N+](=O)[O-])cc2)CC1
3) COc1ccc(CCn2cc(C#N)c(=O)[nH]c2=O)cc1OC
4) Cc1sc2ncnc(N3CCC(C(=O)Nc4ccc(Br)cc4Br)CC3)c2c1C

Assay by compound,1,2,3,4
HSP90 inh,-1,0,1,/
IEC-6 tox,-3,2,2,/
HSF1 inhib,-3,-5,13,3
KLF5 inhibitor,-19,-39,-1,/
HSF-1 act,-15,11,47,23
aSyn 5UTR inh,12,6,6,-3
AI-2 QS mod,7,6,32,4
GSK3 alpha inh,2,-5,2,-1
GSK3beta inhib,-4,1,-1,-2
HIF activator,0.1,0.0,0.1,-0.3

# Continuation.
9) CCc1ccc(C(CNc2nc(C(F)(F)F)nc3ccccc23)N(C)C)cc1 (stereo unspecified)
10) O=[N+]([O-])c1ccc(N2CCN(CCO)CC2)c2ncccc12
11) Cc1ccc(S(=O)(=O)N2CCN(c3ccc(N4CCOCC4)nn3)CC2)cc1[N+](=O)[O-]
12) O=C(CCCn1c(=O)oc2ccccc21)N1CCN(c2ccc(F)cc2)CC1
13) COCCNC(=O)CN(c1cccc(OC)c1)S(=O)(=O)c1ccc(C)cc1
14) Cc1c(Cl)cccc1NC(=O)CCN1CCCCC1
15) COCCn1c(SCC(=O)c2ccc(Cl)cc2)nnc1C(C)C
16) CCC(=O)N1c2ccccc2-c2nnc(SC)nc2OC1c1ccc(OC)c(OC)c1 (stereo unspecified)

Assay by compound,9,10,11,12,13,14,15,16
HSP90 inh,0,-2,/,-2,-1,-4,-2,-2
IEC-6 tox,-10,0,/,-3,-4,-2,0,0
HSF1 inhib,-82*,/,-1,-1,2,-2,24,-10
KLF5 inhibitor,-14,-19,/,-39,-21,-3,-27,-11
HSF-1 act,-86,/,18,-1,-4,10,34,-2
aSyn 5UTR inh,25,15,18,7,1,-7,11,4
AI-2 QS mod,10,16,16,25,23,4,5,56
GSK3 alpha inh,1,/,0,0,0,0,2,-2
GSK3beta inhib,1,-1,3,-1,1,-1,4,2
HIF activator,-0.5,/,0.3,-0.3,-0.4,0.2,-0.3,-0.1

17) CCC(CC)NC(=O)Nc1ccccc1C(F)(F)F
18) COC(=O)c1ccc(C(C(=O)NC2CCCCC2)N(Cc2ccc(F)cc2)C(=O)Cc2cccs2)cc1 (stereo unspecified)
19) CN(C(=O)CSc1nc2c(c(=O)[nH]1)CCC2)c1ccccc1
20) CCC(C)c1ccc(C(CC)NC(=O)C2CCCO2)cc1 (stereo unspecified)
21) O=C(CSCc1ccccc1)N1CCN(S(=O)(=O)c2cccc(F)c2)CC1
22) COc1cccc(-c2nnc(NC(=O)c3cccc(F)c3)o2)c1
23) C/C(Cl)=C/CSc1nn2c(=O)c3ccccc3nc2s1
24) CC(=O)Nc1ccc(C(=O)NNC(=O)C2CC2)cc1

Assay by compound,17,18,19,20,21,22,23,24
HSP90 inh,1,-4,1,-3,/,/,-1,-5
IEC-6 tox,-1,2,0,-2,/,/,3,-10
HSF1 inhib,0,2,-5,-4,4,-15,/,-1
KLF5 inhibitor,-6,-27,-22,-22,/,/,-55,-30
HSF-1 act,-13,6,0,4,3,-14,/,9
aSyn 5UTR inh,-3,22,24,14,8,11,-100,-17
AI-2 QS mod,4,31,4,19,10,48,-11,42
GSK3 alpha inh,0,-1,0,-2,-2,-2,-2,-2
GSK3beta inhib,2,-5,8,4,-3,-1,-7,0
HIF activator,0.0,-0.8,-0.5,-3.3,0.4,0.2,1.4,-0.7

25) Cc1ccc(N2CCC(N3CCN(C)C(CCO)C3)CC2)cc1 (stereo unspecified)
26) Cc1ccc(OCC2Cn3c(nc4c3c(=O)n(C)c(=O)n4C)O2)cc1 (stereo unspecified)
27) O=C(Nc1cccnc1)c1noc2c1CCCC2
28) c1ccc2c(Cn3ccnc3)cccc2c1
29) CCOCCCNc1nc2nc3ccc(C)cn3c(=O)c2cc1C(=O)NCC1CCCO1 (stereo unspecified)
30) CCCCNC(=O)N1CCc2[nH]c3ccccc3c2C1
31) O=C(CN(c1ccccc1)S(=O)(=O)c1ccccc1)N1CCOCC1
32) CCN(Cc1ccccc1)C(=O)COc1cc(=O)n(CC)c2ccccc12

Assay by compound,25,26,27,28,29,30,31,32
HSP90 inh,2,0,4,-3,0,2,-6,3
IEC-6 tox,2,1,0,0,-9,-1,-5,-1
HSF1 inhib,1,-4,22,4,1,1,5,4
KLF5 inhibitor,-67,-21,-14,-1,-5,-16,-44,-37
HSF-1 act,8,14,23,5,-2,8,-1,10
aSyn 5UTR inh,7,13,-115,7,-13,-5,3,15
AI-2 QS mod,5,5,8,12,21,20,5,7
GSK3 alpha inh,-7,-1,/,2,-2,0,-1,-1
GSK3beta inhib,2,2,-2,-2,1,-1,-1,0
HIF activator,1.8,-0.2,1.9,0.9,-0.1,-1.8,1.1,0.0

33) CCOC(=O)C1CCN(C(c2cccnc2)c2c(NC(=O)c3ccco3)sc(C)c2C)CC1 (stereo unspecified)
34) CC(C)CC(=O)N(Cc1ccc(F)cc1)C1CCS(=O)(=O)C1 (stereo unspecified)
35) CC(=O)NCc1ccc(S(=O)(=O)N/N=C/c2ccc(Br)cc2)cc1
36) Cc1cccc(OCC(=O)Nc2ccc(C(=O)c3ccc(C(=O)O)cc3)cc2)c1
37) CCCCC(=O)Nc1ccccc1CC
38) O=C(Nc1ncc(C(F)(F)F)cc1Cl)C1COc2ccccc2O1 (stereo unspecified)
39) O=C(Cn1cccc1C(=O)c1ccccc1)NCc1ccccc1
40) CCOC(=O)CSc1nc2c(c(=O)[nH]c(=O)n2C)n1CCc1ccccc1

Assay by compound,33,34,35,36,37,38,39,40
HSP90 inh,3,-1,-3,0,3,3,3,4
IEC-6 tox,-5,-3,4,-6,0,1,1,7
HSF1 inhib,1,-5,-4,-2,-14,-4,9,11
KLF5 inhibitor,-16,-18,-12,-7,5,-40,-70,-29
HSF-1 act,-2,4,3,-10,-8,10,15,14
aSyn 5UTR inh,-9,-6,-5,13,-4,-32,-14,-5
AI-2 QS mod,10,8,-40,40,1,9,24,22
GSK3 alpha inh,-2,1,-1,0,-2,1,-1,-1
GSK3beta inhib,-2,2,3,-2,2,0,1,2
HIF activator,0.5,-0.1,-0.2,-0.3,-0.2,-0.2,0.7,-0.7

41) N/C(=N\OC(=O)Cc1ccccc1[N+](=O)[O-])c1ccccn1
42) Nc1nc2c(ncn2[C@H]2C[C@H](O)[C@@H](CO)O2)c(=O)[nH]1
43) Cc1cc(C)c(O)c(-c2cc(C(=O)NCc3ccccc3)[nH]n2)c1
44) CCCN1C(=O)c2ccccc2NC1c1ccc(C)cc1 (stereo unspecified)
45) COc1ccc(/C=N/NC(=O)COc2ccc(Cl)cc2Cl)cc1Cn1nc(C)cc1C
46) COc1cccc(-c2cc(C(F)(F)F)nc(-n3cccn3)n2)c1
47) CS(=O)(=O)N1CCc2cc(C(=O)N3CCN(c4ccccc4)CC3)ccc21
48) O=C(NCC(c1ccco1)N1CCc2ccccc2C1)c1ccc([N+](=O)[O-])cc1 (stereo unspecified)

Assay by compound,41,42,43,44,45,46,47,48
HSP90 inh,2,/,-2,2,2,-4,2,/
IEC-6 tox,2,/,0,-1,-3,-4,2,/
HSF1 inhib,2,-7,5,5,-4,0,8,-3
KLF5 inhibitor,-55,/,-27,-24,31,7,-40,/
HSF-1 act,-4,-2,9,5,5,-4,42,-8
aSyn 5UTR inh,-55,7,-13,-25,-3,7,0,6
AI-2 QS mod,23,11,-31,15,26,22,8,8
GSK3 alpha inh,-4,2,0,-1,5,-1,0,-1
GSK3beta inhib,-4,4,0,0,11,1,3,-3
HIF activator,1.3,-0.4,-0.1,-0.1,-0.3,-0.5,0.4,-0.6

49) CCC(C(=O)OC)n1cnc2c(nnn2-c2ccccc2)c1=O (stereo unspecified)
50) COc1ccc(/C=C/c2cc(C(=O)O)c3ccccc3n2)cc1
51) Cn1c(CNC(=O)CNC(=O)c2ccccc2)cc(=O)n(C)c1=O
52) Fc1ccc(C2CC(c3ccc(F)cc3)n3ncnc3N2)cc1 (stereo unspecified)
53) O=c1cc(-c2ccccc2)nc2nc(CCc3ccccc3)[nH]n12
54) CC(=O)Nc1cc2c(ccc3ccccc32)oc1=O
55) c1cc(CNc2ccc3c(c2)OCO3)ccn1
56) COc1ccc(-c2nc(NCCCN(C)C)c3ccccc3n2)cc1
57) O=C(O)c1ccc(NS(=O)(=O)c2ccc(N3C(=O)CCC3=O)cc2)cc1
58) CCN(C(=O)COC(=O)c1cccc(S(=O)(=O)N2CCOCC2)c1)C1CCS(=O)(=O)C1 (stereo unspecified)
59) COc1ccccc1N1CCN(C(=O)c2sc3nc(C)nc(N4CCN(c5ccccn5)CC4)c3c2C)CC1

Assay by compound,49,50,51,52,53,54,55,56,57,58,59
HSP90 inh,2,2,-1,0,2,-2,1,-4,-1,/,2
IEC-6 tox,-1,-4,-8,-10,4,1,-2,-5,0,/,5
HSF1 inhib,-10,/,-2,-1,-2,12,-1,7,-6,-24,2
KLF5 inhibitor,-11,3,-21,10,-8,12,-6,-6,-48,/,-10
HSF-1 act,-5,/,-6,-8,2,5,1,5,12,-32,9
aSyn 5UTR inh,-5,81*,-12,18,-7,-28,-14,-58,8,-2,22
AI-2 QS mod,19,36,17,10,26,23,12,-6,10,7,20
GSK3 alpha inh,-1,-2,-1,2,13,-2,1,5,-2,0,0
GSK3beta inhib,-4,1,5,0,-2,2,0,2,0,-4,-7
HIF activator,0.1,/,0.0,0.0,-0.4,0.0,0.6,2.0,-0.5,-0.7,-0.7
